High-throughput results from PubChem.
TbREL1 inh: TbREL1 RNA ligase inhibitors, primary screen, biochemical, FRET fluorescence; RNA-editing ligase 1, mitochondrial (Trypanosoma brucei brucei), P86926; AID 1117264, 2014; 0.49% of 89,000 active; inhibition, % at 9.66 µM; TbREL1 RNA ligation;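 active = inhibition above the mean inhibition across all screened compounds plus 3 SD, cut at about 11% in these data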;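 also: 0% = plate median of test wells and 100% = NSC42067 control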
Target sequence (P86926 whole entry, looked up): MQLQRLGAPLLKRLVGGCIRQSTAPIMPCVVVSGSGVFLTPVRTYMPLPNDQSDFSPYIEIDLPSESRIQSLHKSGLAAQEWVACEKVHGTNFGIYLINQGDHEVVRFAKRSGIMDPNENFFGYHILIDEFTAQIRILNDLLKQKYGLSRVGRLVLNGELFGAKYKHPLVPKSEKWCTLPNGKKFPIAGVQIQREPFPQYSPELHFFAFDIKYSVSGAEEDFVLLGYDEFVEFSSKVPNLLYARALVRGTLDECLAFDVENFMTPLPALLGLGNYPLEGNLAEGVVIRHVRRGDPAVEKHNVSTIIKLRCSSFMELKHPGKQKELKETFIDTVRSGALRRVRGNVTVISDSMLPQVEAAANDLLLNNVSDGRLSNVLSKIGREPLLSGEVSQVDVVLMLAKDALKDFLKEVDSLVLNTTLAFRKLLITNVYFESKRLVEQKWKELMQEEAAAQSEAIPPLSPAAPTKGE
* hit, by the source's call.

smiles | TbREL1 inh
COc1ccc(CNC(=O)CCN2C(=O)c3ccccc3S2(=O)=O)cc1 | 0.6
CC(C)c1ccccc1NC(=O)COC(=O)C1(C)CC1(Cl)Cl (stereo not drawn) | -0.1
Cc1ccc(S(=O)(=O)N2CCN(S(=O)(=O)N3CCC(C)CC3)CC2)cc1C | 3.2
COc1ccc(Cl)cc1NS(=O)(=O)c1ccc(OC)c(OC)c1 | -0.7
O=C(O)CCSc1ccc2ccccc2n1 | 2.8
CCN(CC(=O)Nc1ccc(NC(C)=O)cc1)C(=O)CCN1C(=O)C2CC=CCC2C1=O (stereo not drawn) | -1.2
COc1ccc(CCNC(=O)c2ccc3nc[nH]c3c2)cc1 | 4.2
COc1ccc(S(=O)(=O)N2C[C@H]3CON(C)[C@H]3C[C@H]2c2ccc(-c3cccc(F)c3)cc2)cc1 | -1.7
CN(C)c1ccc(C2N(c3ccc(Cl)cc3)C(=O)C3CCCN32)cc1 (stereo not drawn) | -1.7
O=C(N/N=C/c1ccc(N2CCOCC2)s1)c1ccc(NS(=O)(=O)c2cccs2)cc1 | -2.1
COc1ccccc1C(CNC(=O)c1ccco1)N1CCCC1 (stereo not drawn) | 2.9
Cn1c(-c2ccccc2)cnc1SCC(N)=O | 5.5
CNCc1c(C)nn(-c2ccccc2)c1C | -1.9
COc1ccc(C(=O)Nc2ccc(N3CCCCC3)cc2)cc1Br | 4.7
Cc1ccc(NC(=O)CC(=O)c2ccccc2)cc1C | -0.4

Molecules above that have a Cl atom, in the order listed:
smiles | TbREL1 inh
CC(C)c1ccccc1NC(=O)COC(=O)C1(C)CC1(Cl)Cl (stereo not drawn) | -0.1
COc1ccc(Cl)cc1NS(=O)(=O)c1ccc(OC)c(OC)c1 | -0.7
CN(C)c1ccc(C2N(c3ccc(Cl)cc3)C(=O)C3CCCN32)cc1 (stereo not drawn) | -1.7

(further entries)
smiles | TbREL1 inh
CC(C)CCN(C)C1CCN(C(=O)Nc2ccccc2)CC1 | 0.2
CCNC(=O)CC1C(=O)N(c2ccccc2)C(=O)N1Cc1ccc(OC)cc1 (stereo not drawn) | 1.0
O=C(O)c1ccc(COc2c(F)c(F)cc(F)c2F)cc1 | 0.0
O=C(CNC(=S)N(CCCN1CCOCC1)Cc1cccs1)NCCN1CCOCC1 | -3.6
Cn1c(N)c(C(=O)CSc2nnc(-c3ccccc3F)n2N)c(=O)n(C)c1=O | 6.4
O=C(N[C@@H](Cc1cccnc1)C(=O)N1CCC[C@H]1C(=O)NCCc1ccccc1Cl)c1ccccc1 | 0.1
CCCN(CCC)C(=O)C1c2ccccc2Oc2ccccc21 | 0.8
Cc1ccc(C(=O)Cn2nnc3c(sc4nc5c(c(-c6ccccc6)c43)CCC5)c2=O)cc1 | 0.2
CCN(CC)CCN(C(=O)c1cccc(N2C(=O)CCC2=O)c1)c1nc2cc3c(cc2s1)OCO3 | 3.9
O=C1CC(N2CCN(c3ccccc3Cl)CC2)C(=O)N1c1cccc(F)c1 (stereo not drawn) | -0.1
O=C(/C=C/c1ccccc1)NC(=S)Nc1cccnc1 | -0.6
COC(=O)Cn1c(=NC(=O)c2nc3ccccc3s2)sc2cc(S(N)(=O)=O)ccc21 | 1.8
CC(C)c1ccc(OCc2ccc(C(=O)N3CCCC3)o2)cc1 | 2.0
CN(C)C(=O)CSc1nc(-c2ccccc2)nc2c1CCCC2 | -1.8
Cc1ccc(Cn2c(C3CCCN3c3nc(-c4ccc(F)cc4)cs3)nc3cc(C(F)(F)F)ccc32)cc1 (stereo not drawn) | 0.1
CN=C(Nc1ccc(C(=O)OC)cc1)SC1CC(=O)N(c2ccccc2F)C1=O (stereo not drawn) | 0.8
Cc1ccc(S(=O)(=O)N2CCN(CN3C(=O)CC4(CCCC4)C3=O)CC2)cc1 | -0.4
CC1(C(=O)NC2CCCC2)CCC(=O)N1CCC1=CCCCC1 (stereo not drawn) | -5.0
Cc1[nH]c(=O)c(C(=O)c2ccccc2O)cc1C(=O)O | 1.1
COc1cccc(NC(=O)CN(C)C(=O)CSc2nc3ccccc3s2)c1 | 2.4
CC(=O)c1cccc(CN(C)CC2CCCN(CCc3ccccc3C)C2)c1 (stereo not drawn) | -2.6
CCOC(=O)N1CCC(NC(=O)CSCc2nc(-c3ccc(OC)c(OC)c3)oc2C)CC1 | 5.0
CC(=O)Oc1ccccc1Cn1c(C)c(C(=O)NCc2ccc(F)cc2)sc1=O | 0.5
O=C(NC(=S)N(CCc1ccccc1)CCc1ccccc1)c1ccco1 | -2.7
CCN(CC)c1cccc(OCC(=O)N(C)CCC#N)c1 | -5.8
CC(=O)Nc1ccc(S(=O)(=O)NCc2ccccn2)cc1 | 2.2
C=CCN(c1ccccc1Cl)S(=O)(=O)c1cc(C(=O)N2CCCC2)ccc1Cl | 1.7
CN1CCN(S(=O)(=O)c2ccc(Nc3ccc(F)cc3)c([N+](=O)[O-])c2)CC1 | -0.5
CCCc1cc(C(=O)N2CCN(c3ccc(C(F)(F)F)cn3)CC2)sc1C | -3.3
COc1ccc([C@@H]2Sc3cc(OC)ccc3N(CCN(C(C)C)C(C)C)C(=O)[C@H]2OC(C)=O)cc1 | -4.2
COc1ccc(-n2c(=O)c3ccccc3c3ccccc3c2=O)cc1 | -0.6
O=C(Nc1ccccc1)c1c2c(nc3ccccc13)CCCC2 | 2.6
O=C(COc1ccccc1F)NNC(=O)c1cc(Br)ccc1Cl | 1.1
CC(=O)c1ccc(NS(=O)(=O)c2ccc(C(C)(C)C)cc2)cc1 | -3.4
C/C(=N\N1CCN(Cc2ccccc2Cl)CC1)c1ccc(F)cc1 | -2.6
CC#CCN1C(=O)N[C@@H](c2ccccc2)C(C(=O)OC)=C1C | 0.4
CSc1nnc(-c2ccccc2)c(-c2ccccc2)n1 | 10.1
CC1(C(=O)NS(=O)(=O)c2ccc3ccccc3c2)CCN1C(=O)Cc1ccc(Cl)cc1Cl (stereo not drawn) | 0.7
Cc1ccc(S(=O)(=O)N2CCN(C(=O)c3c(-c4ccccc4)noc3C)CC2)c(C)c1 | -2.4
CCC1CCCCN1CCCNC(=O)c1ccc2c(=O)n(CCOC)c(=O)[nH]c2c1 (stereo not drawn) | -0.6
CC(=NOC(=O)c1ccc(F)cc1)c1nccs1 | -0.4
O=C(NCCCNC(=O)c1ccccc1Cl)c1cnccn1 | -0.2
COC(=O)C1=C(C)N(Cc2ccc(Cl)cc2)C(=S)NC1c1ccc(OC)cc1 (stereo not drawn) | -3.1
O=C(OCC(=O)N1CCOCC1)c1c(Cl)ccc(Cl)c1Cl | 1.0
CCNCC(=O)Nc1ccc(N2CCOCC2)cc1 | 0.2
CC1CCC(NC(=O)c2ccc(CNc3c(NC4CCCCC4)c(=O)c3=O)cc2)CC1 (stereo not drawn) | 4.4
COc1ccccc1CCNC(=O)COc1cccc2c1OC(C)(C)C2 | 0.3
Cc1ccc2c(c1)N(CCCC(=O)NCc1ccc(F)cc1)C(=O)CO2 | -0.2
Cc1cc(NC(=O)CSc2nnc(-c3cccnc3)n2N)no1 | -2.8
COc1cccc(/C=N/NC(=O)C(c2ccncc2)N2CCOCC2)c1 (stereo not drawn) | 1.3
Cc1cc(C)n(-c2nc3ccccc3nc2Nc2ccc3[nH]c(=O)[nH]c3c2)n1 | 2.3
COc1ccc(C(=O)NN(C)c2nc(C(F)(F)F)nc3ccccc23)cc1 | -4.5
CCCCNC(=O)Cn1cnc2ccc(S(=O)(=O)N3CCC(C)CC3)cc2c1=O | 3.7
Cc1cc(C(=O)CN2C(=O)NC3(CCCCC3)C2=O)c(C)n1Cc1ccco1 | -2.7
CCC(C(=O)Nc1cc(C)cc(C)n1)c1ccccc1 (stereo not drawn) | -1.5
COc1ccc(NC(=O)C2Cc3c(-c4ccncc4)ccnc3O2)cc1OC (stereo not drawn) | 3.9
CCOC(=O)C1CCN(C(=O)c2cccc(NS(=O)(=O)c3ccc(Br)cc3)c2)CC1 | -3.6
Cc1cc(C)cc(NC(=O)CSc2nc3[nH]c(=O)cc(O)c3s2)c1 | -5.2
O=C(Nc1ccc(S(=O)(=O)NCc2cccnc2)cc1)c1ccccc1Cl | -0.1
COc1ccc(Cl)cc1NC(=O)CN1CCN(Cc2ccccc2)CC1 | 1.2

Next section
smiles | TbREL1 inh
CC(C)(C)S(=O)N1Cc2cc(C(=O)NCCCN3CCOCC3)nc(-c3cccc(-c4cc5ccccc5o4)c3)c2[C@H]1CCO (stereo partly drawn) | 2.2
COC(=O)c1c(NC(=O)C2CC=CCC2C(=O)O)sc(C)c1C (stereo not drawn) | -1.3
Cc1ccc(Nc2nc(C(=O)N3CCC(C(=O)NCCN4CCOCC4)CC3)cs2)cc1 | -0.7
O=C(NCCNC(=O)c1ccccn1)c1ccccc1 | -0.4
Cc1c(C(=O)NCC2CCCO2)oc2ccc3c(c12)C(=O)CC(C)(C)O3 (stereo not drawn) | 3.7
Cc1ccc(/C=N/N2CCN(c3ccccn3)CC2)cc1 | -5.3
O=C(CSc1ccc(Cl)cc1)N1CCOCC1 | 0.6
CC(=O)c1cccc(OCC(O)CN2CCN(C(=O)c3ccco3)CC2)c1 (stereo not drawn) | 0.8
CN(C)c1ccc(C(=S)N2CCNCC2)cc1 | -0.4
COc1ccccc1CNC(=O)c1cc(-c2ccncc2)nc2c(Cl)cccc12 | 0.6
COc1ccc(OC(=O)c2c(C)nn(-c3ccccc3)c2C)cc1 | -3.1
Nc1c(N(CCCO)C(=O)C2CCCC2)c(=O)[nH]c(=O)n1Cc1ccccc1 | -1.4
CCNC(=S)N=Nc1c(O)n(Cc2ccc(Cl)cc2)c2ccccc12 | -2.4
CC1CCC(=O)N(CCOc2ccccc2)CC1 (stereo not drawn) | -3.1
CC(=O)Nc1ccc(S(=O)(=O)NCCNS(=O)(=O)c2ccc(NC(C)=O)cc2)cc1 | 1.2
CS(=O)(=O)N1CCN(C(=O)C(Sc2ccccc2)c2ccccc2)CC1 (stereo not drawn) | 1.1
Cc1nn2c(-c3ccccc3)c(-c3ccccc3)nc2[nH]c1=O | -1.6
COc1cccc(NC(=O)Cn2cc3c(n2)CCCCC3)c1 | -0.8
COCCCNC(=O)Cn1cnc2c(OCc3ccccc3)ncnc21 | -0.4
Cc1cc(C)n(C(=O)CNC(=O)/C=C/c2ccccc2)n1 | 2.5
CC(C)Cn1cnc2c1c(=O)n(CC(=O)Nc1ccc3c(c1)OCO3)c(=O)n2Cc1ccccc1 | -0.7
CCCC[C@H](C(=O)N(CC)c1ccccc1)[C@@H](O)c1ccc(C(C)=O)cc1 | 3.7
CC(C)(C)c1csc(NC(=O)CSc2nc3ccccc3c(=O)[nH]2)n1 | 2.0
O=C(CN(CCc1ccccc1)S(=O)(=O)c1ccccc1)N1CCOCC1 | 4.8
O=C(CSc1nnc(-c2ccncc2)n1-c1ccccc1)Nc1cccc2ccccc12 | -4.7
O=C(COC(=O)c1ccc(O)cc1)Nc1ccc2c(c1)OCCO2 | -0.6
CC1(c2ccccc2Cl)NC(=O)N(CC(=O)Nc2ccc(N3CCOCC3)cc2)C1=O (stereo not drawn) | -4.7
CC(=O)Nc1ccc(S(=O)(=O)NCCCN2CCOCC2)cc1 | 2.8
CCN(C(=O)CSc1nnc(-c2ccccc2)n1C)C1CCS(=O)(=O)C1 (stereo not drawn) | 0.7
COCC(C)NC(=O)C1CCN(S(=O)(=O)c2ccc3ccccc3c2)CC1 (stereo not drawn) | 1.5
Fc1ccc(CN2CCCCCCC2)cc1F | -0.3
CC(=O)c1ccc(OC(=O)C2CSC3(C)CCC(=O)N23)cc1 (stereo not drawn) | 2.1
Cc1ccc(/C=N/N2CCN(c3ccccn3)CC2)o1 | -2.1
N#Cc1nc(COc2ccccc2F)oc1NCCc1ccccc1 | 5.6
Cc1ccccc1Nc1nc(N)nc(COC(=O)CCC(=O)c2ccc(F)cc2)n1 | 3.4
CCC(C)c1ccccc1NC(=O)C(C)OC(=O)CN1C(=O)NC(C)(C)C1=O (stereo not drawn) | -1.7
COc1cc(/C=N\NC(=O)c2ccc(Cn3nc([N+](=O)[O-])c(Cl)c3C)o2)ccc1O | -3.3
O=C1CCCN1CC1CCCN(Cc2nc(COc3ccccc3)no2)C1 (stereo not drawn) | -2.5
CC(C)(C)Nc1ncnc2c1cnn2-c1ccccc1 | 2.0
CCOc1ccc(-n2c(Cc3cc(=O)[nH]c(=O)[nH]3)nnc2SCC(=O)OC)cc1 | -0.1
C=CC[C@H](CC(=O)N[C@H](CO)Cc1ccccc1)C(=O)N[C@@H](COC(=O)[C@@H](CC=C)CC(=O)OC(C)(C)C)Cc1c[nH]c2ccccc12 | -2.6
CC1CCN(C(C)C(=O)Nc2cc(S(=O)(=O)N3CCCCC3)ccc2Cl)CC1 (stereo not drawn) | 3.8
O=C(CCC(=O)N(CC(=O)NC1CCCC1)c1cccc(F)c1)Nc1nccs1 | -1.2
COc1ccc(NC(=O)CSc2ncnc3c2sc2ccccc23)c(OC)c1 | 7.0
C=CCn1c(N)c(C(=O)OC(C)CC)c2nc3ccccc3nc21 (stereo not drawn) | 2.7
CCN(CC)C(=O)Cn1c(=O)n(CCCC(=O)NCc2ccccc2)c(=O)c2sccc21 | 0.1
CCCCOC(=O)CCc1c(C)[nH]c(=O)c(C#N)c1C | -1.2
CC(C)OC(=O)C1C2C=CC3(CN(C(C)c4ccc(Br)cc4)C(=O)C13)O2 (stereo not drawn) | -2.3
Cc1cc(F)ccc1C(O)c1ncc(-c2ccccc2Cl)[nH]1 (stereo not drawn) | 3.5
Cc1ccccc1Cn1c(=O)[nH]c2ccccc21 | 4.0
Cc1ccc(S(=O)(=O)NCC(=O)N2CCOCCOCCOCCOCC2)cc1 | 4.0
CC(C)OC(=O)CSc1nnc(-c2cccnc2)n1N | 3.7
Cc1ccc([N+](=O)[O-])cc1Nc1nc(N2CCOCC2)nc(N2CCOCC2)n1 | 4.1

Only part of the results is shown; count on the stated rates, not on these rows.
